# TcdB GH inh – blocks C. difficile toxin B glycohydrolase activity | P18177 | TcdB glycohydrolase enzymatic assay, plate reader | inhibition, % at 9.99 µM | hit rate 0.24% among 350,000; in the data active = inhibition above about 10%
# Starred values were filed as active, the others as inactive. The list is partial; the hit share may differ from the screen's.
nr	structure	TcdB GH inh
1	C[C@@H]1CN([C@@H](C)CO)C(=O)Cc2cc(NS(=O)(=O)c3cn(C)cn3)ccc2O[C@@H]1CN(C)C(=O)Nc1ccc(F)cc1	-1.1
2	CCCNC(=O)C[C@H]1C[C@@H]2c3cc(NC(=O)CC4CC4)ccc3O[C@@H]2[C@H](CO)O1	-0.3
3	C[C@@H]1CN([C@H](C)CO)C(=O)c2cccc(NC(=O)c3ccc(-c4nccs4)cc3)c2O[C@@H]1CN(C)C	0.2
4	CC(=O)N(C)C[C@@H]1OCc2ccccc2-c2c(n(C)c3ccccc23)C(=O)N([C@H](C)CO)C[C@@H]1C	1.0
5	Cc1ccccc1S(=O)(=O)N1[C@@H]2Cn3c(ccc(-c4cccnc4)c3=O)[C@H]1[C@@H](C(=O)O)[C@@H]2CO	-0.5
6	Cc1noc(C)c1S(=O)(=O)Nc1ccc2c(c1)C(=O)N([C@H](C)CO)C[C@@H](C)[C@@H](CN(C)Cc1ccc(C(=O)O)cc1)O2	0.1
7	C[C@@H]1CN([C@@H](C)CO)C(=O)c2cc(C3=CCCC3)cnc2O[C@H]1CN(C)C(=O)c1ccncc1	-0.5
8	Cc1ccc(-c2ccc3c(c2)O[C@@H](CN(C)CC2CC2)[C@@H](C)CN([C@H](C)CO)S3(=O)=O)cc1	0.1
9	CCCC(=O)Nc1ccc2c(c1)OC[C@H](C)N(C(=O)c1ccncc1)C[C@@H](C)[C@H](OC)CN(C)C2=O	0.3
10	O=C(Cc1ccncc1)NCC[C@@H]1CC[C@H](NC(=O)Nc2ccc(Cl)cc2)[C@H](CO)O1	0.3
11	CN1[C@H](C(=O)NC2Cc3ccccc3C2)[C@@H](CO)[C@@H]2Cn3c(ccc(C4=CCCC4)c3=O)[C@@H]21	-0.9
12	COc1ccc(-c2ccc([C@@H]3[C@H]4CN(C(=O)C5CCC5)CC(=O)N4[C@H]3CO)cc2)cc1	0.3
13	C[C@@H]1CCCCO[C@H](CN(C)C(=O)CCC(F)(F)F)[C@H](C)CN([C@H](C)CO)C(=O)c2cc(NC(=O)C3CCCCC3)ccc2O1	-8.3
14	C[C@@H]1CN([C@H](C)CO)C(=O)c2cccc(NC(=O)Nc3cccc4ccccc34)c2O[C@H]1CN(C)S(=O)(=O)c1ccccc1	0.4
15	CC(=O)Nc1ccc2c(c1)C(=O)N(C)[C@H]1CC[C@H](CC(=O)NCc3ccc(F)cc3)O[C@H]1CO2	0.6
16	O=C(C[C@@H]1C=C[C@H](NC(=O)C2CC2)[C@@H](CO)O1)NCc1ccccc1Cl	-0.5
17	COc1cccc(C#Cc2cnc3c(c2)C(=O)N([C@H](C)CO)C[C@H](C)[C@@H](CN(C)C(C)=O)O3)c1	-0.3
18	C[C@H](CO)N1C[C@H](C)[C@@H](CN(C)C(=O)c2ccccc2)Oc2ncc(C3=CCCC3)cc2C1=O	-0.3
19	CC(C)C#Cc1ccc2c(c1)O[C@@H](CN(C)C(=O)NC(C)C)[C@H](C)CN([C@H](C)CO)S2(=O)=O	-12
20	CO[C@@H](CN(C)C(=O)c1ccc2c(c1)OCO2)[C@H](C)CN([C@@H](C)CO)S(=O)(=O)c1ccc(C)cc1	-1.2
21	CO[C@H]1CC[C@H]2CCN(C)C(=O)[C@H](C)CN(C)C(=O)c3cc(C#N)ccc3OC[C@H]1O2	0.4
22	C[C@@H]1CN([C@@H](C)CO)C(=O)c2cc(NC(=O)Nc3ccc(C(F)(F)F)cc3)ccc2O[C@@H]1CN(C)Cc1ccccc1	0.8
23	COc1ccccc1C#Cc1cnc2c(c1)C(=O)N([C@H](C)CO)C[C@@H](C)[C@H](CN(C)C(=O)CN(C)C)O2	0.4
24	C[C@@H]1CN([C@H](C)CO)C(=O)c2cc(N(C)C)ccc2O[C@@H](C)CCCCO[C@@H]1CN(C)CC1CCCCC1	-32
25	CN(C)CC(=O)Nc1ccc2c(c1)[C@H]1C[C@H](CC(=O)NCc3cc(F)ccc3F)O[C@@H](CO)[C@H]1O2	0.2
26	CCCC#Cc1cnc2c(c1)C(=O)N([C@H](C)CO)C[C@@H](C)[C@H](CN(C)C(=O)Nc1cccc(F)c1)O2	1.0
27	CCCNC(=O)N1[C@H](CO)[C@H](c2ccccc2-c2ccc(OC)cc2)[C@@H]1C#N	0.5
28	CC(C)C#Cc1cnc2c(c1)C(=O)N([C@H](C)CO)C[C@H](C)[C@H](CN(C)C(=O)c1ccccn1)O2	0.3
29	C[C@@H]1CN([C@H](C)CO)C(=O)c2cc(NC(=O)Nc3ccc(C(F)(F)F)cc3)ccc2O[C@@H](C)CCCCO[C@@H]1CN(C)C(=O)Cc1ccccc1	-0.6
30	C[C@H](CO)N1C[C@H](C)[C@@H](CN(C)C(=O)Nc2ccc(F)cc2)Oc2c(NS(=O)(=O)c3cccs3)cccc2C1=O	3.0
31	CO[C@@H]1CN(C)C(=O)c2cc(NC(=O)Nc3ccccc3F)ccc2OC[C@@H](C)N(C(=O)c2cnccn2)C[C@H]1C	0.6
32	C[C@@H]1CN([C@@H](C)CO)C(=O)Cc2cc(NC(=O)CCCCCC(=O)Nc3ccccc3N)ccc2O[C@H]1CN(C)Cc1ccc(C(F)(F)F)cc1	0.5
33	C[C@H](CO)N1C[C@H](C)[C@@H](CN(C)C(=O)Nc2ccc(F)cc2)Oc2c(NC(=O)c3ccc(-c4nccs4)cc3)cccc2C1=O	-0.2
34	COc1ccc(CN(C)C[C@@H]2OCCCC[C@H](C)Oc3ccc(NC(=O)Nc4ccc(F)cc4)cc3C(=O)N([C@@H](C)CO)C[C@H]2C)cc1	1.5
35	C[C@H](CO)N1C[C@H](C)[C@@H](CN(C)C(=O)NC2CCCC2)Oc2ncc(-c3cccnc3)cc2C1=O	0.1
36	CN(C)C(=O)c1ccc(-c2ccc([C@@H]3[C@H](CO)N4CCCCN(C(=O)C5CCCC5)C[C@@H]34)cc2)cc1	-1.7
37	COc1ccc(-c2cnc3c(c2)C(=O)N([C@H](C)CO)C[C@@H](C)[C@@H](CN(C)C)O3)cc1	-1.9
38	CCCN(C)C[C@@H]1Oc2ncc(C#Cc3ccccc3OC)cc2C(=O)N([C@H](C)CO)C[C@@H]1C	1.8
39	C[C@H]1CN([C@@H](C)CO)S(=O)(=O)c2ccc(Br)cc2O[C@H]1CN(C)Cc1ccncc1	-1.9
40	N#C[C@H]1[C@H](c2ccccc2C2=CCCCC2)[C@@H](CO)N1C(=O)NC1CCCC1	0.5
41	CO[C@@H]1CN(C)C(=O)c2cc(NC(=O)Nc3ccc4c(c3)OCO4)ccc2OC[C@@H](C)NC[C@@H]1C	0.2
42	O=S(=O)(c1ccc(F)cc1)N1CCCCN2[C@H](C1)[C@H](c1ccc(-c3ccccc3)cc1)[C@@H]2CO	-1.3
43	C[C@@H]1CN([C@H](C)CO)C(=O)c2cc(NC(=O)Cc3ccccc3)ccc2O[C@@H](C)CCCCO[C@@H]1CN(C)S(=O)(=O)c1ccc(Cl)cc1	0.7
44	C[C@@H]1CN([C@H](C)CO)C(=O)c2cccc(NC(=O)C3CCCCC3)c2O[C@H]1CN(C)S(=O)(=O)c1cccs1	1.6
45	C[C@H](CO)N1C[C@H](C)[C@H](CN(C)C(=O)C2CCC2)Oc2cc(C3=CCCCC3)ccc2S1(=O)=O	0.3
46	C[C@@H]1CCCCO[C@H](CN(C)C(=O)Nc2ccc3c(c2)OCO3)[C@H](C)CN([C@@H](C)CO)C(=O)c2cc(NC(=O)CCC(F)(F)F)ccc2O1	0.2
47	CO[C@H]1CC[C@H]2CCN(C)C(=O)[C@H](C)N(C)C(=O)c3cc(C#N)ccc3OC[C@H]1O2	-0.6
48	Cc1noc(C)c1NC(=O)N(C)C[C@@H]1Oc2ccc(NC(=O)C3CC3)cc2C(=O)N([C@H](C)CO)C[C@@H]1C	-1.4
49	C[C@H]1CN([C@@H](C)CO)C(=O)c2cccc(NC(=O)NC3CCCCC3)c2O[C@@H]1CN(C)Cc1ccc(Cl)c(Cl)c1	-1.1
50	CC(C)CC#Cc1ccc2c(c1)O[C@@H](CN(C)S(C)(=O)=O)[C@@H](C)CN([C@H](C)CO)S2(=O)=O	0.3
51	C[C@@H](NC(=O)C[C@@H]1CC[C@H](NC(=O)C2CCC2)[C@@H](CO)O1)c1ccccc1	-0.5
52	CN1CCN(C(=O)C[C@H]2CC[C@@H]3[C@H](COC[C@@H](O)CN3C(=O)C3CCOCC3)O2)CC1	-3.3
53	CN(C)CC(=O)N[C@H]1C=C[C@H](CC(=O)NCc2ccc(Cl)cc2)O[C@@H]1CO	0.8
54	CC(C)[C@@H](C)NC(=O)N(C)C[C@H]1OCc2ccccc2-c2c(n(C)c3ccccc23)C(=O)N([C@@H](C)CO)C[C@H]1C	-0.9
55	C[C@H]1CN([C@@H](C)CO)C(=O)c2cc(NC(=O)NC3CCCCC3)ccc2O[C@@H]1CN(C)Cc1ccccc1	-0.1
56	C[C@@H]1CN([C@H](C)CO)C(=O)Cc2cc(NC(=O)Nc3cccc4ccccc34)ccc2O[C@H]1CN(C)S(=O)(=O)c1ccccc1	-0.4
57	Cc1ccc(S(=O)(=O)N[C@@H]2C=C[C@H](CC(=O)N3CCc4ccccc4C3)O[C@H]2CO)cc1	-0.6
58	C[C@@H]1CN([C@H](C)CO)C(=O)c2cccc(NC(=O)c3nc4ccccc4s3)c2O[C@H]1CN(C)S(=O)(=O)c1cn(C)cn1	0.0
59	O=C(C[C@H]1CC[C@@H]2[C@H](COC[C@H](O)CN2C(=O)Nc2ccc(F)cc2)O1)NC1CCC1	0.8
60	O=C(C[C@@H]1C=C[C@@H](NC(=O)C2CCOCC2)[C@@H](CO)O1)Nc1ccccc1	0.3

# Following part
nr	structure	TcdB GH inh
61	C[C@H](CO)N1C[C@H](C)[C@H](CN(C)Cc2ccc3c(c2)OCO3)OCCCC[C@H](C)Oc2ccc(NC(=O)c3ccccc3)cc2C1=O	0.0
62	C[C@H](CO)N1C[C@H](C)[C@@H](CN(C)C(=O)Nc2ccccc2)Oc2c(NC(=O)C3CCOCC3)cccc2C1=O	-0.1
63	C[C@H]1CN([C@@H](C)CO)C(=O)c2cccc(NS(=O)(=O)c3cccs3)c2O[C@@H]1CN(C)S(=O)(=O)c1cn(C)cn1	0.4
64	C[C@H](CO)N1C[C@H](C)[C@@H](CN(C)C(=O)Nc2cccc3ccccc23)OCCCC[C@H](C)Oc2ccc(NC(=O)Nc3ccc(F)cc3)cc2C1=O	-0.5
65	Cc1noc(C)c1S(=O)(=O)N(C)C[C@H]1Oc2ccc(NC(=O)CCCCCC(=O)Nc3ccccc3N)cc2CC(=O)N([C@@H](C)CO)C[C@@H]1C	-0.5
66	O=C(C[C@@H]1C=C[C@H](NC(=O)NC2CCCC2)[C@@H](CO)O1)NCc1ccc(F)cc1	0.3
67	Cc1ccc(S(=O)(=O)N(C)C[C@@H]2Oc3cc(C#Cc4ccncc4)ccc3S(=O)(=O)N([C@@H](C)CO)C[C@@H]2C)cc1	0.4
68	C[C@@H]1CN([C@@H](C)CO)C(=O)c2cc(NS(=O)(=O)c3ccc(Cl)cc3)ccc2O[C@@H](C)CCCCO[C@H]1CN(C)C(=O)c1ccncc1	-0.3
69	CN(C)CC(=O)N[C@@H]1C=C[C@H](CC(=O)O)O[C@H]1CO	0.1
70	C[C@@H]1CN([C@H](C)CO)C(=O)Cc2cc(NC(=O)Nc3ccc(F)cc3)ccc2O[C@H]1CN(C)C(=O)Nc1ccc(F)cc1	-0.9
71	O=C(Cc1cccnc1)N1CC(=O)N2[C@H](C1)[C@H](c1ccc(/C=C/c3ccccc3)cc1)[C@@H]2CO	0.7
72	Cc1ccccc1S(=O)(=O)N1C[C@@H](O)COC[C@H]2O[C@@H](CC(=O)N3CCC(Cc4ccccc4)CC3)CC[C@@H]21	1.3
73	C[C@@H]1CN([C@@H](C)CO)C(=O)c2cc(NC(=O)CCN3CCOCC3)ccc2O[C@@H]1CN(C)S(C)(=O)=O	0.1
74	CO[C@@H]1CN(C)C(=O)c2ccc(NC(=O)c3ccno3)cc2OC[C@@H](C)N(S(C)(=O)=O)C[C@@H]1C	0.8
75	COc1ccc(NC(=O)N[C@H]2CC[C@@H](CC(=O)NCc3ccccn3)O[C@@H]2CO)cc1	2.3
76	CCNC(=O)[C@H]1[C@H](CO)[C@H]2Cn3c(ccc(-c4ccncc4)c3=O)[C@H]2N1Cc1ccccc1	0.6
77	C[C@@H]1CN([C@H](C)CO)C(=O)c2cc(-c3cccc(F)c3)cnc2O[C@@H]1CN(C)Cc1ccncc1	-2.2
78	COc1ccccc1NC(=O)N[C@@H]1C=C[C@@H](CC(=O)N2CCC(Cc3ccccc3)CC2)O[C@@H]1CO	-1.8
79	CNC[C@@H]1Oc2cc(-c3ccc(C(=O)N(C)C)cc3)ccc2S(=O)(=O)N([C@H](C)CO)C[C@H]1C	0.8
80	O=C(Cc1ccccn1)NCC[C@@H]1CC[C@H](NS(=O)(=O)c2ccc(Cl)cc2)[C@@H](CO)O1	-0.1
